Bioassay records deposited in PubChem BioAssay by several laboratories.
sPLA2-III inh = Inhibits HGIII-sPLA2 liposome hydrolysis, primary screen | QFRET BODIPY PC-A2 liposome hydrolysis, fluorescence | AID 743126 | actives 0.56% (n = 370,000) | inhibition, % at 12.2 µM;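 active means inhibition above mean plus 3 SD of compounds lying within the high and low control bounds, cut at about 19% in these data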;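 further: 0% = median of test compound wells and 100% = no enzyme DMSO wells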
proKLK7 act = activators of human kallikrein-7 zymogen; P49862; purified proKLK7, EDANS-DABCYL substrate fluorescence; 100% is mature enzyme control, 0% vehicle; activation, % at 7 µM; actives 0.9% (n = 370,000);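 active means activation above the mean of all tested compounds plus 3 SD, computed per campaign excluding outliers beyond control limits, cut at about 13% in these data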
Target sequence (P49862 whole entry, looked up): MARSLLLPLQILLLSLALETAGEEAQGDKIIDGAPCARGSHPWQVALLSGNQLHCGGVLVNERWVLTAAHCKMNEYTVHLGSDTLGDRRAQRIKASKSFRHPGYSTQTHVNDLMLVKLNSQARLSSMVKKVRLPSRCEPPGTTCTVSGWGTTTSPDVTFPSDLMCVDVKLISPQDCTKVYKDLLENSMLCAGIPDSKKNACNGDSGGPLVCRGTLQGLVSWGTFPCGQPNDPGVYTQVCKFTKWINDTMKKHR
ADAM10 inh = ADAM10 inhibition, QFRET primary screen; O14672; recombinant ADAM10, EDANS/DABCYL FRET peptide cleavage, 3 h; inhibition, % at 7 µM; actives 0.62% (n = 370,000); AID 720582;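 active means inhibition above a per-campaign cutoff equal to the mean of compounds falling between control-based bounds plus 3 SD, cut at about 20% in these data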;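 further: 0% = DMSO wells while the 100% control is not disclosed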
ARFGAP1 inh = inhibitors of rat ARFGAP1. Q62848. Arfgap1-stimulated ARF1 GTP hydrolysis, GDP FP detection. inhibition, % at 16.5 µM. actives 0.26% (n = 360,000);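 active means inhibition above a per-plate limit, mean inhibition of low control wells plus 3 SD, cut at about 25% in these data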;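 further: 0% = DMSO wells with enzyme and 100% = wells lacking Arfgap1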
Target sequence (Q62848 1-136 limits assumed): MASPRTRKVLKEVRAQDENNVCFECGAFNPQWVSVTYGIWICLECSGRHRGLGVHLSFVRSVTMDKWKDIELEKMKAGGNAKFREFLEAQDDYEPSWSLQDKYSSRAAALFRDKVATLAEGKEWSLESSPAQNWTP
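Material: rat Arfgap1 GAP domain (His6, aa 1-136), purified enzyme. Also added: human ARF1(Δ1-17)-GTP substrate. Compound dosing: 16.5 µM single point, 1.26% DMSO. Timing: enzyme reaction 120 min at 25 °C after 20 min preincubation. Signal: GDP detection by fluorescence polarization. Read-out basis: percent inhibition of GAP-stimulated GDP formation, scaled between DMSO and no-Arfgap1 medians.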
GAA850 FXN act = increases GAA850 frataxin promoter reporter activity. HEK293 lucGAA850 FXN promoter luciferase reporter, 24 h; percent of 10 µM SAHA response. activation, % at 6 µM. actives 0.56% (n = 360,000). AID 540364;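 active means activation above the average of all compounds screened plus 3 SD, cutoff fixed separately per campaign, cut at about 7.5% in these data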;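 further: 0% = DMSO wells and 100% = 10 µM SAHA wells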
GC-A act = GC-A (human) enzyme activation; P16066; activation, % at 10 µM; actives 0.14% (n = 370,000); AID 1671463; HEK293 GC-A cells, cGMP TR-FRET, EC30 ANP; 0% at EC30 ANP, 100% saturating ANP; in the data active means activation above about 40%
DDE Tn6 FP inh = DD(E)-Tn6 binding inhibition, primary FP screen; actives 0.21% (n = 370,000); inhibition, % at 8.3 µM; P02675; AID 720509; Fibrin DD(E) TRITC-Tn6 fluorescence polarization displacement;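 active means inhibition above a per-campaign cutoff: mean of compounds within control limits plus 3 SD, cut at about 15% in these data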;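 further: 0% = median of all compound wells on the plate and 100% = blocking peptide control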
ASAP1 inh = inhibitors of human ASAP1 ArfGAP activity. ASAP1-stimulated ARF1 GTP hydrolysis, GDP FP detection. inhibition, % at 16.5 µM. actives 0.19% (n = 360,000). AID 624377; in the data active means inhibition above about 25%;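 further: 0% = vehicle with enzyme and substrate and 100% = no enzyme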
Target sequence (Q9ULH1 325-724 limits assumed): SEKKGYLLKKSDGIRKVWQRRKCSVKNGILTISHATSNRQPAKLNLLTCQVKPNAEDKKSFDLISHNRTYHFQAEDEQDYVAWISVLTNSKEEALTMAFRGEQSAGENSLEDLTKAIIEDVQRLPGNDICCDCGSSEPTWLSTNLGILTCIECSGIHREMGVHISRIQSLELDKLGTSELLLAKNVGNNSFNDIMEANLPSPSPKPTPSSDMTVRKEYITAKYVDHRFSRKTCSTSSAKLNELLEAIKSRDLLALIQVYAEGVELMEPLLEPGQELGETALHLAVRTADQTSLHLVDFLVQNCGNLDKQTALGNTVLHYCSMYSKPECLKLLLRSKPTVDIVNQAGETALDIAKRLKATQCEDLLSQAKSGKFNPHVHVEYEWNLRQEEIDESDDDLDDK
rCAG RNA binder = r(CAG) repeat RNA binding | AID 651821 | actives 1.3% (n = 370,000) | TO-PRO-1 dye displacement fluorescence | inhibition, % at 3 µM;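 active means inhibition above the plate cutoff, the mean of all test compounds on that plate plus 3 SD, cut at about 35% in these data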;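 further: 0% = DMSO alone and 100% = 100 µM mitoxantrone as full dye displacement; higher means more dye released from RNA so lower well fluorescence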
GC-B act = GC-B (human) receptor activation. P20594. HEK293-GC-B cells, CNP EC30, cGMP TR-FRET; 0% at EC30 CNP, 100% saturating CNP. activation, % at 10 µM. actives 0.11% (n = 370,000);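 active means activation at 10 µM reaching about 35% in either raw or pattern-adjusted values, limit read from the data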
* marks the source's active call; other numbers are inactive results; i = inactive; x = not tested or not shown.

SMILES,sPLA2-III inh,proKLK7 act,ADAM10 inh,ARFGAP1 inh,GAA850 FXN act,GC-A act,DDE Tn6 FP inh,ASAP1 inh,rCAG RNA binder,GC-B act
Cc1ccc(C(=O)NCC(=O)NC2CCCC2)cc1,4,0.0,0,9,-0.2,-1,-6,-1,-2,-2
Cc1ccc(SCCn2nc(C(=O)O)c3ccccc3c2=O)cc1,0,-0.3,5,-1,4.1,-2,3,-10,0,-6
CC(=Nc1ccccc1)C1=C(O)C(Cc2cccc(F)c2)NC1=O (stereo not drawn),-1,-0.1,0,-8,0.0,-9,-1,-4,1,-1
C#CCOCCOCCOCCNc1nc(N2CCN(C(=O)[C@H](C)n3cc(CCC(=O)O)nn3)CC2)nc(N2CCN(C(=O)[C@H](C)n3cc(CCC(=O)O)nn3)CC2)n1,-4,0.0,0,1,0.3,1,-1,-10,-2,2
CC(C)CC1c2[nH]c3ccccc3c2CCN1C(=O)CCC(=O)N(C)C (stereo not drawn),-1,5.4,-60,4,1.2,1,0,-5,1,7
Oc1ccccc1CNc1ccc(Br)cn1,-10,-0.5,0,-6,0.4,-11,-6,3,1,-23
COCCCN1C(=O)C(CC(=O)NC2CC2)CC(C(=O)N(C(C)C)C(C)C)=C1C (stereo not drawn),7,-0.2,-4,2,x,2,-13,-5,1,3
N#Cc1cnn2c1nc(N1CCCCC1)c1ccccc12,4,-0.5,-7,0,0.8,8,-3,5,1,-1

SMILES,sPLA2-III inh,proKLK7 act,ADAM10 inh,ARFGAP1 inh,GAA850 FXN act,GC-A act,DDE Tn6 FP inh,ASAP1 inh,rCAG RNA binder,GC-B act
COc1c(C=NNC(N)=O)c(OC)c(OC)c2c1CCO2,-1,-0.3,-4,3,-1.4,1,1,-13,0,2
CC(C)(CO)NC(=O)C(Cc1ccccc1)N1C(=O)c2ccccc2C1=O (stereo not drawn),3,-0.2,-2,12,1.7,-1,-2,-2,-5,-3
COc1cccc(N2CCN(c3ncnc4c3[nH]c3ccccc34)CC2C)c1 (stereo not drawn),-25,3.8,-3,7,x,-2,-2,2,3,-2
O=C(CCCCCCCCCCC(=O)NCc1cccnc1)NCc1cccnc1,-5,-0.3,-2,0,2.4,-2,-5,-14,-1,2
CCCCNC(=S)NNC(=O)c1csc(C)c1,17,1.1,4,10,-1.0,3,2,-1,3,-3
CSc1ccccc1NC(=O)CN(C)C(C)C(=O)Nc1ccc(C#N)cc1 (stereo not drawn),-7,0.6,6,14,0.7,-5,2,-6,-4,-6
Cc1ccc(S(=O)(=O)NCC(=O)N2CCN(c3ccccn3)CC2)cc1C,0,-0.1,-16,x,x,-11,7,x,-1,-4
Cc1cc(=O)oc2cc(Oc3ncccc3[N+](=O)[O-])ccc12,2,-1.5,-38,14,-1.2,-1,-1,-1,4,-4

SMILES,sPLA2-III inh,proKLK7 act,ADAM10 inh,ARFGAP1 inh,GAA850 FXN act,GC-A act,DDE Tn6 FP inh,ASAP1 inh,rCAG RNA binder,GC-B act
Cc1ccc(O)c(NC(=O)C2CC(c3c(F)cccc3Cl)=NO2)c1 (stereo not drawn),-14,-0.1,-1,1,-1.1,-2,-3,6,1,0
CCCCCCCCN1C(=O)[C@H](CC(=O)N2CCN(C(=O)OCC)CC2)C[C@@]2(C(=O)OC)CCCCC=C12,-6,-0.2,-13,14,x,0,-2,11,4,4
CCOC(=O)N1C=CC(C)=C[C@@H]2[C@@H](N3C(=O)c4ccccc4C3=O)C(=O)N21,-7,-0.6,-3,4,1.1,-4,-4,-3,2,-2
CC(C)N(C(=O)COc1ccc(Br)cc1Cl)C(C)C,-5,-0.1,-8,9,1.5,0,-2,4,-3,-6
Nn1c(Cc2cccc3ccccc23)nnc1SCC(=O)N1CC(=O)Nc2ccccc21,-2,-0.2,6,-1,-3.3,-6,-7,2,0,-5
CC(/C=C/c1ccccc1)=N\NC(N)=S,17,-0.6,10,1,0.9,-3,-2,-2,5,-1
Nc1c(C(=O)CSc2ccccn2)c(=O)[nH]c(=O)n1C1CC1,14,-0.6,-10,1,0.3,-3,8,2,-1,-9
N#CCC(=O)N/N=C\c1ccc(OC/C=C/c2ccccc2)cc1,-21,-0.5,3,0,-1.1,0,5,12,19,-3

SMILES,sPLA2-III inh,proKLK7 act,ADAM10 inh,ARFGAP1 inh,GAA850 FXN act,GC-A act,DDE Tn6 FP inh,ASAP1 inh,rCAG RNA binder,GC-B act
Cc1ccccc1-n1nc2c(c1NC(=O)c1ccco1)CS(=O)(=O)C2,0,-0.3,-2,2,0.3,1,7,3,7,-3
CC(C)OC(=O)N(C)C[C@H]1OCc2cnnn2CCCC(=O)N([C@H](C)CO)C[C@H]1C,13,-0.3,-18,-1,-0.7,-2,-3,10,0,-4
CC(Oc1cc2oc(=O)c3c(c2cc1Cl)CCC3)C(=O)NCCCN1CCOCC1 (stereo not drawn),-2,0.5,-85,5,0.8,2,1,5,-5,2
C(=C/c1ccnc2nc(SC/C=C/c3ccccc3)nn12)/c1ccccc1,0,-0.3,0,8,-0.1,1,-1,6,2,1
Cc1ccc(OCCN2CCC2(C)C(=O)Nc2ccc3c(c2)OCCO3)cc1 (stereo not drawn),4,-0.4,-2,-3,0.9,-3,0,-8,-2,-1
Cc1c(C(=O)N2CCCc3ccccc32)sc2nc(-c3ccccc3)cn12,16,-0.7,-6,0,1.3,4,-2,6,2,7
Nc1c(S(=O)(=O)c2ccccc2)c2nc3ccccc3nc2n1C1CC1,2,0.5,-129,-11,2.2,-15,-4,-9,-3,-21
CCOC(=O)C1CCCN(C(=O)c2ccccc2NC(=O)C2=C(C)OCCS2)C1 (stereo not drawn),11,-0.2,-9,11,1.2,2,-5,-16,-2,1

3 entries from above, ordered by length of the SMILES, smallest number first:
SMILES,sPLA2-III inh,proKLK7 act,ADAM10 inh,ARFGAP1 inh,GAA850 FXN act,GC-A act,DDE Tn6 FP inh,ASAP1 inh,rCAG RNA binder,GC-B act
Cc1ccc(SCCn2nc(C(=O)O)c3ccccc3c2=O)cc1,0,-0.3,5,-1,4.1,-2,3,-10,0,-6
CC(=Nc1ccccc1)C1=C(O)C(Cc2cccc(F)c2)NC1=O (stereo not drawn),-1,-0.1,0,-8,0.0,-9,-1,-4,1,-1
COc1cccc(N2CCN(c3ncnc4c3[nH]c3ccccc34)CC2C)c1 (stereo not drawn),-25,3.8,-3,7,x,-2,-2,2,3,-2

(cont.)
SMILES,sPLA2-III inh,proKLK7 act,ADAM10 inh,ARFGAP1 inh,GAA850 FXN act,GC-A act,DDE Tn6 FP inh,ASAP1 inh,rCAG RNA binder,GC-B act
Cc1ccc(NC(=O)c2c(Cl)nc3ccccn23)cc1,0,-0.6,0,-7,10*,1,1,1,-2,4
Cc1ccsc1-c1cc2nc(NCCCN(C)C)n(C)c(=O)c2s1,1,1.0,-484,-5,3.8,4,-7,13,9,-7
O=C(Nc1nnc(SCc2ccccc2)s1)c1ccco1,-11,0.2,0,-2,2.5,-2,-3,6,3,-1
O=C(NCc1ccc2c(c1)OCO2)C1(S(=O)(=O)c2ccccc2)CC1,1,-0.4,9,11,-0.1,0,0,7,1,-5
CCc1nc2c(OCc3ccc(Cl)cc3)cccn2c1N(C)C(=O)c1ccco1,2,-0.3,-12,5,-2.2,3,5,12,3,4
N#CCCN1CCN(S(=O)(=O)c2ccc(C#N)cc2)CC1,-4,0.7,4,6,2.1,0,1,-11,0,-3
Cc1cc(/C=N/NC(=O)c2ccc(CN3CCOCC3)cc2)c(C)n1-c1ccccc1,4,0.9,0,2,2.0,0,8,-7,-2,-2
Cc1cc(C)c(S(=O)(=O)Nc2nnc(C)s2)c(C)c1,-5,0.1,8,2,1.6,-2,3,-8,7,0

SMILES,sPLA2-III inh,proKLK7 act,ADAM10 inh,ARFGAP1 inh,GAA850 FXN act,GC-A act,DDE Tn6 FP inh,ASAP1 inh,rCAG RNA binder,GC-B act
Oc1cccc(NC(=S)N=Nc2c(O)[nH]c3ccc(Br)cc23)c1,7,0.5,3,19,1.0,-14,-6,14,32,-7
CCc1ccc(S(=O)(=O)N2CCN(c3ccccc3OC)CC2)cc1,-4,0.8,0,12,1.1,-2,2,9,0,0
CC(=O)Nc1c(S(=O)(=O)c2ccccc2)c2nc3ccccc3nc2n1Cc1ccccc1,-20,-29,i,4,3.0,-3,2,-9,34,-3
COc1ccc(-c2cn3cccnc3n2)cc1Br,6,32*,i,11,3.3,2,3,5,1,-4
Cc1c(C(=O)N2CCCCC2)sc(NC(=O)c2ccco2)c1C#N,0,-0.5,7,-1,-2.4,-3,-2,-5,4,4
O=C(CCCCCN1C(=O)c2ccccc2C1=O)NCCc1nc2ccccc2[nH]1,-6,0.6,5,-3,-0.6,-2,5,16,-2,-5
CC1(c2ccc(OC(F)F)cc2)NC(=O)N(CC(=O)NC2CCCCC2)C1=O (stereo not drawn),-6,1.1,0,5,-1.4,4,6,0,-5,1
CCCOC(=O)c1ccc(Nc2cc(C)nc3ncnn23)cc1,-2,-0.4,3,8,1.1,-4,10,-14,-6,-7

SMILES,sPLA2-III inh,proKLK7 act,ADAM10 inh,ARFGAP1 inh,GAA850 FXN act,GC-A act,DDE Tn6 FP inh,ASAP1 inh,rCAG RNA binder,GC-B act
CC(C)(C)c1cc(NC(=O)c2ccc(OC3CCCC3)cc2)no1,3,-0.1,-8,6,-1.4,-1,-9,3,-4,5
COc1cc(C)c(NC(=O)c2cc(C3CC3)nc3c2cnn3C(C)C)cc1OC,4,-0.1,-7,-11,-0.8,3,9,7,2,5
CN(C)S(=O)(=O)c1cccc(NC(=S)N/N=C/C(c2ccccc2)c2ccccc2)c1,-10,-0.1,4,0,0.1,0,2,18,8,-3
O=C(CCCn1c(=O)[nH]c2ccccc2c1=O)NC1CCCCCC1,3,-0.5,-6,12,1.9,4,-3,-5,-5,-4
O=C(Cn1cc(/C=N/NC(=O)c2ccccc2Br)c2ccccc21)Nc1ccc(F)cc1,-37,-3.2,5,22,0.3,3,-6,-3,25,2
O=C(NNC(=S)NC(=O)c1ccccc1[N+](=O)[O-])c1ccccc1Cl,36*,-0.5,3,-5,0.8,-2,-1,-2,8,3
CCCN(CCC)C(=S)NC(=O)c1ccc(-c2ccccc2)cc1,9,0.0,24*,-10,3.3,4,1,2,2,-1
CC1CCc2c(sc3ncn(CC(=O)N4CCCCC4)c(=O)c23)C1 (stereo not drawn),5,0.3,9,15,1.0,0,-2,2,-4,-1
